GSTO1 inh – blocks human GSTO1 in RBBP9 counter-screen. P78417. recombinant GSTO1, activity-based probe fluorescence polarization. inhibition, % at 5.96 µM. 1.1% of 300,000 active. AID 1974;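 active = inhibition above the campaign mean inhibition plus 3 SD, cut at about 35% in these data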;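 also: 0% = GSTO1-1 with DMSO and 100% = wells lacking GSTO1-1 enzyme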
LYPLA2 counter – blocks human lysophospholipase 2, a PME1 counter-screen | recombinant LYPLA2, FP-Rh probe fluorescence polarization | inhibition, % at 5.9 µM | 0.38% of 320,000 active | AID 2177;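 active = inhibition above the screen-wide mean plus 3 SD, limit set per campaign, cut at about 26% in these data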;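 also: 0% = LYPLA2 with DMSO and 100% = wells lacking LYPLA2 enzyme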
Target sequence (O95372 whole entry, looked up): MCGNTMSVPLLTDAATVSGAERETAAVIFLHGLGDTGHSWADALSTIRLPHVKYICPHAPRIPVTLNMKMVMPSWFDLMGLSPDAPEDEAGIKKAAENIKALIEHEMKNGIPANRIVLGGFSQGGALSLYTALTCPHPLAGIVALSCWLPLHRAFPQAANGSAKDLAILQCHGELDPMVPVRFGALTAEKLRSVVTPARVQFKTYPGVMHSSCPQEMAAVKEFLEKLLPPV
PME-1 inh – blocks human protein phosphatase methylesterase 1 | recombinant PME-1, FP-Rh probe fluorescence polarization | inhibition, % at 5.9 µM | 0.53% of 320,000 active | AID 2130;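 active = inhibition above the campaign mean of all compounds plus 3 SD, cut at about 26% in these data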;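 also: competitive labeling of PME-1 active site by serine hydrolase directed probe; 0% = PME-1 with DMSO and 100% = wells lacking PME-1 enzyme; inhibitors block probe labeling so polarization falls and inhibition rises; many of its hits are not listed in these tables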
LYPLA1 inh – LYPLA1 (human) inhibition in PME1 counter-screen. 0.16% of 320,000 active. AID 2174. inhibition, % at 5.9 µM. recombinant LYPLA1, FP-Rh probe fluorescence polarization. O75608;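 active = inhibition above the mean of all tested compounds plus 3 SD, set per campaign, cut at about 14% in these data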;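 also: inhibitors block serine hydrolase probe labeling of LYPLA1 so polarization falls; 0% = enzyme with DMSO and 100% = wells lacking LYPLA1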
PAFAH1B2 inh – blocks human PAF acetylhydrolase 1b catalytic subunit 2; P68402; recombinant PAFAH1B2, FP-rhodamine activity probe, fluorescence polarization; inhibition, % at 3.39 µM; 1.2% of 340,000 active;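 active = inhibition above the mean of all tested compounds plus 3 SD, cut at about 24% in these data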;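 also: 0% = enzyme with DMSO and 100% = wells lacking PAFAH1B2; many of its hits are not listed in these tables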
Target sequence (P68402 whole entry, looked up): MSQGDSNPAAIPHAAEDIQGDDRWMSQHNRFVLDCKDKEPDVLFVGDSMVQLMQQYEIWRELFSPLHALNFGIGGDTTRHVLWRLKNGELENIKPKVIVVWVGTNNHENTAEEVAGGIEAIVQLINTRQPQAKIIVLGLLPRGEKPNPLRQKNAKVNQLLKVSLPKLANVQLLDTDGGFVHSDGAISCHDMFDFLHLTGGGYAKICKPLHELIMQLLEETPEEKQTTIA
PAD4 inh – PAD4 (human) enzyme inhibition. Q9UM07. recombinant PAD4, RCA probe fluorescence polarization. inhibition, % at 6.36 µM. 0.41% of 330,000 active. AID 485272;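 active = percent inhibition above a cutoff equal to the mean of all tested compounds plus 3 SD, cut at about 15% in these data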;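 also: 0% = PAD4 with RCA probe and DMSO and 100% = probe without PAD4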
PAFAH2 FP inh – PAFAH2 (human) inhibition. Q99487. AID 492956. 0.99% of 340,000 active. inhibition, % at 3.39 µM. recombinant PAFAH2, FP-rhodamine activity probe, fluorescence polarization;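 active = inhibition above the mean over all tested compounds plus 3 SD, cut at about 30% in these data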;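 also: inhibitors block probe labeling of enzyme so polarization drops; 0% = enzyme with DMSO and 100% = wells lacking PAFAH2 protein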
pPAFAH FP inh – inhibitors of human plasma PAF acetylhydrolase (pPAFAH) | Q13093 | recombinant pPAFAH, FP-rhodamine probe fluorescence polarization | inhibition, % at 3.39 µM | 1.5% of 330,000 active | AID 463082;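 active = inhibition above the mean inhibition across the screen plus 3 SD, cut at about 25% in these data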;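 also: inhibitors block binding of the rhodamine activity-based probe so polarization drops; 0% = enzyme with DMSO and 100% = wells lacking pPAFAH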
Target sequence (Q13093 whole entry, looked up): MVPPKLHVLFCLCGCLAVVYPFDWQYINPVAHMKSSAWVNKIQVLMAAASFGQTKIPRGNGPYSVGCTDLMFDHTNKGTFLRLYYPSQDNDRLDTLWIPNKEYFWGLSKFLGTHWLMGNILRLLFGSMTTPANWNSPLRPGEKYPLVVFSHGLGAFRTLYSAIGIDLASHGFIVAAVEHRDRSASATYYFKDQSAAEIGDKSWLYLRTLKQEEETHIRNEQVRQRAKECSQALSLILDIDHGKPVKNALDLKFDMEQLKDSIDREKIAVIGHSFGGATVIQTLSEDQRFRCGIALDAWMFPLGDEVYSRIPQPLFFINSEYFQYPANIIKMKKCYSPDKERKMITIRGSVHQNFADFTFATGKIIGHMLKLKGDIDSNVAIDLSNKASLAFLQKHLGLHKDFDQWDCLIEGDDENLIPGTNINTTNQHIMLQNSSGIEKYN
PAFAH1B3 FP inh – PAFAH1B3 (human) inhibition; inhibition, % at 3.39 µM; AID 492972; recombinant PAFAH1B3, FP-rhodamine probe, fluorescence polarization; 0.28% of 340,000 active;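 active = inhibition above the screen-wide average of all tested compounds plus 3 SD, cut at about 25% in these data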;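 also: 0% = enzyme with DMSO only and 100% = wells lacking PAFAH1B3 protein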
* = called active by the depositor; nt = not tested or not shown. This is a subset (hit frequency here may not be typical).

SMILES	GSTO1 inh	LYPLA2 counter	PME-1 inh	LYPLA1 inh	PAFAH1B2 inh	PAD4 inh	PAFAH2 FP inh	pPAFAH FP inh	PAFAH1B3 FP inh
O=C(NCCc1csc(-c2ccc(Cl)cc2)n1)c1ccco1	-6	3	2	0	2	-8	-9	2	8
O=C(c1cc2c(s1)-c1ccccc1S(=O)(=O)C2)N1CCCC1	0	4	3	3	1	-1	17	-1	6
COC(=O)c1sccc1NC(=O)CC1C(=O)NCCN1C(=O)c1ccccc1 (stereo not given)	5	-1	-4	-2	-2	1	3	0	2
NNC(=O)c1nc[nH]c1C(=O)Nc1ccccc1[N+](=O)[O-]	2	3	1	-4	7	-3	-2	4	0
O=C(C1CCCO1)N1CCN(c2c3c(nc4cc(-c5ccc(F)cc5)nn24)CCC3)CC1 (stereo not given)	-3	-4	-11	-2	3	-6	0	2	3
CCOC(=O)N1CCc2c(sc3nc[nH]c(=O)c23)C1	-2	-7	-6	-2	3	5	5	-7	-6
C#CCN(CC=C)C(=O)C1CCC(=O)N(CCCc2ccccc2)C1 (stereo not given)	4	-1	3	-3	11	2	20	4	6
CCO[C@H]1OC(C(=O)N2CCN(C)CC2)=C[C@@H](C(C)(C)C)[C@@H]1CCCO	1	0	4	3	2	0	-4	1	2
COc1ccccc1NS(=O)(=O)c1cc(NC(=O)c2ccc(Cl)nc2)ccc1N1CCCC1	nt	nt	nt	nt	-2	-1	-45	-5	-9
C=CC[C@H](CC(=O)N[C@H](CO)Cc1ccccc1)C(=O)N[C@@H](COC(=O)[C@@H](CC=C)CC(=O)OC(C)(C)C)Cc1c[nH]c2ccccc12	nt	nt	nt	nt	5	0	1	4	9
C#CCN1C(=O)C2C(C(=O)NC)C3C=CC2(O3)C1C(=O)NCc1ccc(OC)cc1 (stereo not given)	1	2	2	1	-3	1	-16	-2	-5
COc1ccc2ccccc2c1/C=N/NC(=O)c1cccc([N+](=O)[O-])c1	6	1	-1	-2	8	4	1	6	-1
Cc1ccc(NC(=O)CSc2nnc(CNC(=O)C34CC5CC(CC(C5)C3)C4)n2-c2ccc(F)cc2)cc1	-1	1	-3	5	8	0	-1	5	-3
Cc1ccc(Cc2nnc(SCC(=O)Nc3ccccc3)n(N)c2=O)cc1	23	7	-4	2	-1	2	2	7	7
O=C(CCN1CCOCC1)NNC(=O)c1ccc(Cl)c([N+](=O)[O-])c1	nt	nt	nt	nt	5	0	14	0	6
CCOC(=O)Nc1nnc(-c2ccc(OC)c(OC)c2)s1	3	8	5	3	1	-1	-1	1	-6
CCOCCCNC(=O)C1CCC(CNS(=O)(=O)c2ccc(Cl)cc2)CC1 (stereo not given)	3	3	-7	0	8	3	-8	7	1
CC(=O)NNc1ncnc2c1cnn2-c1ccc(C)cc1	15	10	-3	5	5	2	-3	-3	7
Clc1cc(Br)ccc1OCCOCCN1CCOCC1	-1	-4	0	1	9	-5	-3	7	8
Cc1n[nH]c(=O)c2c(NC(=O)CSc3nncs3)oc(C)c12	-3	4	2	3	-2	-4	0	-1	2
CCOc1ccccc1NC(=O)CC1Nc2cc(C)c(C)cc2NC1=O (stereo not given)	4	-5	35*	-3	-1	-6	-2	10	6
CCCc1c(C(=O)Nc2cc(C(C)(C)C)on2)cnn1-c1ccccc1	3	-3	1	-2	0	2	-1	0	1
Cc1ccnc(NC(=S)NC(=O)/C=C/c2ccccc2)c1	4	4	1	6	3	-2	-1	-4	7
Cc1nn(C)c(C)c1S(=O)(=O)N1CCC(C(=O)NC(C)c2ccccc2)CC1 (stereo not given)	4	-2	-9	1	4	-1	-1	3	4
O=c1cc(Nc2ccc3c(c2)OCCO3)[nH]c(=O)n1-c1ccc(Br)cc1	0	3	1	0	4	-1	-1	-2	10
CCC(Cc1ccccc1)NC(=O)C1CCN(S(=O)(=O)c2ccc3c(c2)CC(C)N3C(C)=O)CC1 (stereo not given)	1	2	-1	0	5	-1	1	-3	-9
O=C(Cn1ncc2c(=O)oc3ccccc3c21)NCCN1CCN(c2ccccc2F)CC1	6	10	2	1	3	5	-5	1	4
Cc1ccc(-c2noc(CCC(=O)NC3CC3)n2)cc1	10	-1	4	-6	4	1	4	0	4
CCSc1nnc(-c2cc(Br)ccc2N=Cc2c(C)[nH]n(-c3ccccc3)c2=O)c(=O)[nH]1	-4	-7	2	0	2	-13	18	4	1
c1ccc2c(c1)nnn2-c1ncnc2sccc12	8	3	-4	0	0	-3	0	-3	11
CCOc1ccc(N2CC(C(=O)Nc3nnc(Cc4ccc(OC)cc4)s3)CC2=O)cc1 (stereo not given)	2	2	-13	-1	6	-4	10	2	-8
CCN1CCN(C(=O)COCc2cc(-c3ccc4c(c3)OCO4)on2)CC1	9	-2	7	0	-1	-4	2	0	2
COc1cc(S(=O)(=O)N2CCN(c3ccccc3F)CC2)c(OC)cc1Cl	-9	-8	1	-1	5	-1	5	-6	0
O=c1cc(CNc2cc(C(F)(F)F)cc(C(F)(F)F)c2)nc2sccn12	1	-2	-4	-9	6	2	1	9	6
CCOc1cc(C)c(S(=O)(=O)NCc2ccccn2)cc1C	3	6	4	3	1	-1	-1	5	-3
CCCn1nc(NC(=O)CC(C)C)c2cc3ccccc3nc21	2	-1	5	0	4	1	-1	4	0
CCCCCCCN=CC1=C(O)CC(c2ccccc2)CC1=O (stereo not given)	10	3	-10	2	26*	0	-7	-2	7
Cc1ccc(C(=O)N2CCC3(CC2)Oc2ccc(Cl)cc2C(=O)C32CC(c3cccnc3)=NO2)s1 (stereo not given)	6	-1	3	-1	2	1	-13	5	7
Cc1cc2ccccc2n1CCNC(=O)C(C)(C)C	4	4	7	1	5	2	-5	4	-1
c1ccc(CCSc2nccn2-c2ccccc2)cc1	4	-5	-4	0	10	0	0	1	2
NNC(=O)c1cc(S(=O)(=O)N2CCOCC2)c[nH]1	nt	5	3	-2	-7	-6	-4	-1	-5
O=C(O)c1ccc(N/N=C/c2cc3cc4c(cc3nc2Cl)OCCO4)cc1	5	10	-11	4	8	-1	2	30*	4
O=C(C1=C[C@@H](c2ccc(Br)cc2)C[C@@H](OCCCCO)O1)N1CCN(Cc2ccccc2)CC1	-3	7	1	-4	5	-3	6	9	6
CC(C)(C)OC(=O)N1C[C@H](O)C[C@H]1C(=O)OCC(=O)c1ccc([N+](=O)[O-])cc1	21	-2	-2	1	-7	-3	1	-3	2
Cc1cc([N+](=O)[O-])ccc1NCc1ccco1	-3	5	7	2	3	0	6	3	13
CCCCC1=CC2=CC(=O)C(C)(OC(=O)CC)C(=O)C2=CN1CCN1CCOCC1 (stereo not given)	15	1	1	2	nt	-11	nt	3	nt
CN(C)CC/C=C1/c2ccccc2Sc2c(O)cc(Cl)cc21	-10	-1	-3	-5	0	4	3	9	9
COc1ccccc1OCC(O)CNCc1ccc2c(c1)OCO2 (stereo not given)	-7	3	1	1	-5	-1	-3	4	5
CCOC(=O)c1cc2c(=O)n3ccccc3nc2n(C(C)C)c1=NC(=O)c1c(-c2ccccc2Cl)noc1C	11	3	-9	0	1	4	-6	5	5
CCC(C)(C)NC(=O)C(c1cccs1)N(C(=O)c1ccn[nH]1)c1cccc(OC)c1 (stereo not given)	0	3	3	1	3	-1	-1	8	1
CCOc1cccc2sc(N(CCCN(C)C)C(=O)c3ccc(S(=O)(=O)N(C)Cc4ccccc4)cc3)nc12	3	7	5	0	2	5	0	-1	4
CCCN(Cc1cc2cc(C)ccc2[nH]c1=O)S(C)(=O)=O	2	4	0	5	6	-9	-6	3	9
O=C(NCc1ccccc1)N(Cc1nc2ccccc2c(=O)[nH]1)C1CCCC1	-2	2	0	2	3	-1	7	-3	0
CC1CCCCN1S(=O)(=O)c1ccc(N(C(=O)c2cnccn2)C(C(=O)NC2CCCCC2)c2cccs2)cc1 (stereo not given)	-5	8	3	2	3	6	2	1	-5
COc1cc(OC)cc(-c2c(C#Cc3ccsc3)c3cc(-c4ccc(N(C)C)nc4)ccc3n2C)c1	nt	nt	nt	nt	-7	-3	12	3	-1
CCCCCn1c(CN2CCN(C)CC2)nc2c1c(=O)n(C)c(=O)n2C	3	1	-6	1	4	-5	-4	-1	2
Cc1cc(NC(=O)CCC(=O)N(CC(=O)NCC2CCCO2)c2cccc(C)c2C)no1 (stereo not given)	2	1	7	-2	6	5	10	8	3
CC(C)NS(=O)(=O)c1ccc(CCC(=O)NCc2ccncc2)cc1	9	-3	-8	-3	2	2	-3	-4	7
C[C@@H](C(=O)Nc1ccccc1N1CCOCC1)N1C(=O)C2CCCCC2C1=O (stereo not given in full)	nt	nt	nt	nt	9	-1	8	5	6
CCCCCCSc1cccc(-c2nc3cc(C)ccn3c2NC2CCCCC2)c1	3	-3	1	-4	-2	5	-4	6	8

With a hit mark in PME-1 inh (from the list above):
Structure | PME-1 inh | PAFAH1B2 inh | PAD4 inh | PAFAH2 FP inh | pPAFAH FP inh | PAFAH1B3 FP inh
CCOc1ccccc1NC(=O)CC1Nc2cc(C)c(C)cc2NC1=O (stereo not given) | 35* | -1 | -6 | -2 | 10 | 6

Continued.
SMILES	GSTO1 inh	LYPLA2 counter	PME-1 inh	LYPLA1 inh	PAFAH1B2 inh	PAD4 inh	PAFAH2 FP inh	pPAFAH FP inh	PAFAH1B3 FP inh
O=C(CCSCCC(=O)NCc1ccco1)NCc1ccco1	6	0	3	-1	nt	-3	nt	10	nt
Cc1ccc(SCC(=O)c2sc(-c3ccccc3)nc2C)cc1	6	-3	-1	-1	-1	-6	-4	2	-3
COc1ccccc1N1CCN(C2CCCN(C(=O)c3oc(C)cc3C)C2)CC1 (stereo not given)	-3	-5	2	0	-2	-1	-5	-1	3
CCOc1ccc(NCc2nnc(SCc3ccc(Cl)cc3)n2-c2ccccc2)cc1	1	-5	12	-4	13	2	-3	7	6
O=C(NCc1ccco1)C(c1ccncc1)N(CCC1=CCCCC1)C(=O)Cn1nnc2ccccc21 (stereo not given)	-3	-1	1	2	5	-3	2	-5	7
O=C(c1ccccc1F)N1CCc2ccccc21	-1	5	-1	3	4	-3	-5	3	5
CC1(C)CC2CC(C)(CN2Cc2c(O)ccc3ccccc23)C1 (stereo not given)	-1	5	6	-3	2	5	-4	0	5
CC1CN(C(=O)CN(C)S(=O)(=O)c2ccc3ccccc3c2)CC(C)O1 (stereo not given)	-2	2	4	-2	-2	1	2	-3	-2
COCCN(C/C=C/c1ccccc1)C/C=C/c1ccccc1	7	-7	-5	-2	5	-3	-2	4	3
COc1ccc([N+](=O)[O-])cc1NC(=O)CC(C)c1ccccc1 (stereo not given)	-2	2	9	1	12	-1	13	-8	6
CCC(=O)c1c(CC)c2n3c1CC[C@H]3CCC2	-1	-6	-5	0	1	-1	3	0	-1
COc1ccccc1/C=C\C=N\n1c(C2CCCCC2)n[nH]c1=S	-5	5	-6	2	7	-2	14	2	3
Cc1onc(-c2ccccc2Cl)c1C(=O)NCc1ccc(N2CCCC2=O)cc1	-4	-1	-1	-1	-1	1	9	0	2
COc1cc(Br)cc(C=Nc2cccc(C(F)(F)F)c2)c1O	12	-2	-6	-2	-1	4	-5	3	-4

An excerpt from above, showing only LYPLA2 counter and PME-1 inh:
Compound | LYPLA2 counter | PME-1 inh
CCC(=O)c1c(CC)c2n3c1CC[C@H]3CCC2 | -6 | -5
CC1CN(C(=O)CN(C)S(=O)(=O)c2ccc3ccccc3c2)CC(C)O1 (stereo not given) | 2 | 4
COc1ccccc1/C=C\C=N\n1c(C2CCCCC2)n[nH]c1=S | 5 | -6

High-throughput results deposited in PubChem BioAssay by The Scripps Research Institute Molecular Screening Center.
